XIAP antagonists: XIAP antagonists, biochemical, IAP family, fluorescence polarization (AID 1018). 0.007% of 200,000 active. XIAP BIR domain, fluorescence polarization peptide displacement; higher % means a stronger effect. one-dose displacement, % at 20 µM; IC50 in µM for titrated hits; in the data active = displacement above about 50%; note: a part of the inactive calls stands beside numbers as strong as those of hits
PMI inhibitors: MPI enzyme activity inhibition – biochemical, fluorescence intensity, coupled assay, primary screen (AID 1209). 0.42% of 190,000 active. inhibition, % at 20 µM; hits with a dose series show IC50 in µM. purified PMI enzyme, coupled fluorescence intensity; higher % means a stronger effect;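 note: plate controls were DMSO vehicle for no effect and wells lacking substrate for full effect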
WT yeast gro inh: growth inhibition of WT yeast, mitochondrial fusion screen. mitochondrial fusion phenotypic screen, WT strain. inhibition, % at 10 µM. 2.1% of 190,000 active; in the data active = inhibition above about 58%; tested in S. cerevisiae
Siah-1 displacement: Siah-1 peptide-binding antagonists, primary screen, biochemical, fluorescence polarization, rhodamine-plectin, uHTS (AID 1817); Siah-1 / rhodamine-plectin peptide fluorescence polarization; higher % means a stronger effect; one-dose displacement, % at 20 µM; IC50 in µM for titrated hits; 0.02% of 290,000 active;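 active = displacement of at least 50% at 20 µM, with a fluorescence ratio check between 0.3 and a set limit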;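 note: plate controls were Siah plus tracer with DMSO for no effect and tracer alone without Siah for full effect; strong numbers were not always called active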
Myeloid diff 2: myeloid differentiation induction; calls only at 10 µM; ER-HoxA9 myeloid progenitors, lysozyme-GFP differentiation, flow cytometry; 1% of 360,000 active;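 active = normalized GFP-positive differentiation at or above the plate's own cutoff, the solvent-only control mean plus 3 SD; inconclusive = no clear call, values can overlap the other calls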;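 note: cells exposed to compound for four days before flow analysis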
TNAP activators: stimulation of alkaline phosphatase TNAP activity – biochemical, luminescent, no phosphate acceptor, uHTS, primary screen (AID 1001) | purified TNAP, luminescent activation assay, no phosphate acceptor; higher activation fold means a stronger effect | 0.03% of 200,000 active | activation fold at 20 µM, or EC50 in µM where a hit was titrated; in the data active = activation fold from about 3, or a potency from the dose series; inactive = the rest, 99 in 100 with activation fold below about 1.6; note: many of its hits are not listed in these tables
RSV CPE inhibition: inhibition of RSV-induced cytopathic effect – HEp-2 cells, primary 10 µM value included (AID 2391); HEp-2 cells, RSV-induced CPE inhibition; higher % means a stronger effect; CPE inhibition, % at 10 µM, or IC50 in µM where a hit was titrated; 0.13% of 310,000 active; in the data active = a potency from the dose series; inconclusive = CPE inhibition mostly from about 23% at the one dose, without a potency; inactive = the rest, 99 in 100 with CPE inhibition below about 21%; note: strong numbers were not always called active
PMI inhibition: human PMI inhibitors, high substrate, primary screen, biochemical, fluorescence intensity, high mannose 6-phosphate (AID 1220); recombinant PMI enzyme, coupled fluorescence intensity; higher % means a stronger effect; one-dose inhibition, % at 20 µM; IC50 in µM for titrated hits; 0.66% of 190,000 active
PhoP inhibition: inhibitors of PhoP regulon expression, primary screen, Salmonella Typhimurium, GFP reporter (AID 1863) | 0.16% of 300,000 active | inhibition, % at 50 µM; hits with a dose series show IC50 in µM | S. Typhimurium PhoP-regulated promoter GFP reporter, 4 h; higher % means a stronger effect;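 active = inhibition over 29.93%, a cutoff 3 SD above the screen mean, later confirmed by dose response; inconclusive = inhibition over 29.93% but no dose response follow-up; inactive = inhibition at most 29.93% or unconfirmed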;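 note: 0% = low Mg2+ inducing control and 100% = high Mg2+ repressing control; strong numbers were not always called active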
WT yeast gro inh mutant strain: recorded beside WT yeast gro inh, whose call it bears; inhibition, %; mitochondrial fusion phenotypic screen, mutant strain inhibition
Myeloid diff 2 GFP+ MAC1+ %: further read-out of Myeloid diff 2, marked with its call; GFP+ MAC1+ double positive, %; measured here: differentiation confirmed by MAC1 staining
* marks the source's active call; other numbers are inactive results; i = inactive; ? = inconclusive; . = not tested or not shown. Cut-off read from the data, not from the text of the source, unless noted: active = inhibition above about 50%; inactive = the rest.

SMILES | XIAP antagonists | PMI inhibitors | WT yeast gro inh | WT yeast gro inh mutant strain | Siah-1 displacement | Myeloid diff 2 | Myeloid diff 2 GFP+ MAC1+ % | TNAP activators | RSV CPE inhibition | PMI inhibition | PhoP inhibition
COc1ccc(-n2cc(CN(C)C3CCOCC3)c(-c3cccc(F)c3)n2)cc1 | -0.4% | 17% | 7 | 6 | 7% | i | 1.9 | 1 | -0.2% | 16% | 2%
Cc1ccc(Nc2nc(-c3sc(NC(=O)c4ccccc4)nc3C)cs2)cc1 | -8.3% | 27% | 20 | 9 | 0% | i | 3.8 | 1 | -0.2% | 27% | -17%
CCOC(=O)CCC(=O)NNC(=O)COc1ccc(C(C)C)cc1Br | -1.0% | 0% | 2 | 8 | 4% | i | 0.5 | 1 | 0.1% | -1% | -6%
COc1ccccc1-c1cn(-c2ccccc2)c(=S)[nH]1 | . | . | . | . | 0% | i | 1.4 | . | -0.9% | . | -4%
O=C(NCCc1ccc(Cl)cc1)C1CCCN(S(=O)(=O)c2cnc[nH]2)C1 (stereo not given) | -2.4% | -8% | 4 | 10 | 0% | i | 3.4 | 1 | 1.3% | -16% | 6%
CC(C)(C)n1cnc2cc(NC(=O)c3ccc(Cl)cc3)ccc21 | . | . | . | . | -1% | i | 0.0 | . | 17% | . | 3%
CN1CCc2c(sc3c2c(=O)n(-c2ccccc2)c2nnc(SCc4ccccc4)n32)C1 | -3.8% | -6% | -8 | -2 | 0% | i | 0.2 | 1.1 | 0.6% | -43% | -3%
Cc1cccc(Oc2nc3ccccn3c(=O)c2/C=C(\C#N)C(=O)NC2CCS(=O)(=O)C2)c1C (stereo not given) | . | . | . | . | 3% | i | 2.0 | . | 0.7% | . | 2%
Cc1cc(C(=O)Nc2nnc(-c3ccccc3)s2)no1 | -6.1% | -1% | 9 | 13 | -5% | i | 1.3 | 1 | 2.9% | -15% | -21%
O=C(CS(=O)CC(=O)Nc1ccc(Cl)cc1)NCC1OCCc2ccccc21 (stereo not given) | -0.8% | 8% | -1 | -7 | -5% | i | 1.3 | 1.1 | . | 8% | 5%
COc1ccc(/C=N/n2cncn2)cc1Cn1nc(C)c([N+](=O)[O-])c1C | . | . | . | . | 3% | i | 0.5 | . | 1.2% | . | -5%
Cc1c(Cc2ccccc2)c(=O)n2c([nH]c3ccccc32)c1C#N | . | . | . | . | -2% | i | 0.3 | . | 18% | . | -10%
CN(Cc1cnccn1)C(=O)CC1C(=O)NCCN1Cc1c(F)cccc1Cl (stereo not given) | . | . | . | . | 11% | i | 0.5 | . | 1.4% | . | -13%
Cc1ccc(-c2oc3ccccc3c(=O)c2O)cc1 | -2.4% | -3% | -5 | -5 | 17% | i | 0.8 | 1.1 | 3.4% | -2% | -6%
CCc1cc(=O)oc2cc(C)cc(OCC(=O)NC3CC3)c12 | . | . | . | . | 15% | i | 1.9 | . | 8.6% | . | -2%
Oc1ccc(/C=N/N(c2ccccc2)c2ccccc2)c(O)c1O | . | . | . | . | 0% | i | 0.9 | . | 18% | . | 8%
CCOc1ccc(C(C)(C)C)cc1S(=O)(=O)N1CC(C)OC(C)C1 (stereo not given) | 0.4% | 14% | 6 | 2 | 5% | i | 0.5 | 1.1 | 2.0% | 13% | 2%
COc1ccc(NC(=O)C(CCSC)NC(N)=O)cc1Cl (stereo not given) | -0.1% | -5% | -18 | 3 | 3% | i | 2.7 | 1.1 | -0.6% | -7% | 9%
C[C@]12CCC(=O)C=C1CC[C@@H]1[C@@H]2C(=O)C[C@@]2(C)[C@H]1CC[C@]2(O)C(=O)CO | -9.0% | -21% | -12 | -12 | 8% | i | 3.2 | 1.1 | -0.9% | -25% | -7%
NC(=O)CSc1ccc(F)cc1 | -5.6% | -2% | -3 | 14 | 4% | i | 0.5 | 1.2 | 0.6% | -8% | -8%
CC(=O)NCCOc1ccc2oc3ccccc3c2c1 | -2.1% | 9% | 19 | 4 | 6% | i | 0.2 | 1.1 | 13% | 1% | 4%
c1ccc(CN2c3ccccc3-c3nc4ccccc4n3C2c2ccccn2)cc1 (stereo not given) | -5.0% | 14% | 57 | -7 | 1% | i | 0.6 | 1.2 | 7.5% | 12% | 7%
COc1cccc(-c2nc(CS(=O)(=O)CC(=O)N3CCOCC3)c(C)o2)c1 | . | . | . | . | -9% | i | 1.5 | . | 0.1% | . | -2%
CCNC(=O)N1CCOCC1 | 1.0% | 5% | 17 | 19 | 0% | i | 1.9 | 1.1 | 0.1% | 1% | -2%
O=C(Nc1ccc(Cl)cc1)Nc1ccccc1CC[N+](=O)[O-] | 0.0% | 7% | 3 | -5 | -5% | i | 0.1 | 1.2 | 0.6% | 18% | 0%
Cc1ccc(C)c(NS(=O)(=O)c2ccc3oc(=O)ccc3c2)c1 | . | . | . | . | 1% | i | 0.5 | . | 0.3% | . | -2%
Cc1cc(C)c(/C=N/NC(=O)c2nnn(-c3nonc3N)c2CN2CCC(C)CC2)c(C)c1 | . | . | . | . | -4% | i | 4.4 | . | 1.9% | . | 0%
Cc1cc2nc(C3CCN(Cc4nnnn4Cc4cccs4)CC3)[nH]c2cc1C | -7.5% | 10% | -6 | 4 | 2% | ? | . | 1 | 12% | -2% | 6%
COC(=O)Nc1ccc(S(=O)(=O)Nc2cc(OC)nc(OC)n2)cc1 | . | . | . | . | 4% | i | 0.6 | . | 1.3% | . | -8%
Cc1cc(C)cc(-n2ncc3c2CCCC3NC(=O)CCN2Cc3ccccc3C2=O)c1 (stereo not given) | . | . | . | . | 2% | i | 1.0 | . | 4.8% | . | -1%
Cc1ccc(C(=O)Sc2cccccc2=O)cc1 | . | . | . | . | -13% | ? | . | . | -0.5% | . | 21µM*
O=C(CCl)N1N=C(c2ccco2)CC1c1ccco1 (stereo not given) | . | . | . | . | 7% | ? | . | . | 1.5% | . | 4%
OC(COCc1ccc2c(c1)OCO2)CN1CCN(Cc2ccccc2)CC1 (stereo not given) | -6.7% | -10% | 39 | 26 | -4% | i | 1.0 | 1.1 | -2.5% | -16% | 9%
Cc1cc(C(=O)NCCCn2ccnc2)cs1 | 0.3% | 4% | -9 | -22 | 2% | i | 5.0 | 1.1 | 1.7% | -3% | -1%
Cc1ccc(-c2nc(C)sc2CC(=O)Nc2nnc(C)s2)cc1 | -3.6% | -4% | 18 | -8 | 0% | i | 0.6 | 1.1 | -1.3% | 17% | 9%
O=C(Nc1ccc(Cl)cc1)Nc1cc(S(=O)(=O)N2CCOCC2)ccc1N1CCCC1 | -41% | -6% | 0 | -6 | -5% | i | 0.2 | 1.5 | 2.6% | 3% | -14%
COC(=O)CNC(=O)C1CCN(S(=O)(=O)c2cccc3nsnc23)CC1 | . | . | . | . | 1% | i | 2.0 | . | -0.1% | . | -10%
COc1cc(NC(=O)c2ccc(CNc3c(N4CCCC4)c(=O)c3=O)cc2)cc(OC)c1OC | . | . | . | . | -5% | i | 0.4 | . | -1.3% | . | 1%
COc1cc(C(=O)O/N=C2/C=C(C)C(=O)C=C2C)cc(OC)c1OC | -1.0% | 29% | -23 | -7 | -2% | i | 2.6 | 0.9 | 7.2% | 54%* | -15%
Cc1ccn2c(C(=O)CSc3ccc(Cl)cc3Cl)c(C)nc2c1 | 1.3% | 8% | 11 | 4 | i | i | 0.3 | 1.1 | 2.0% | 5% | 14%
O=C(CSc1nnc2ccccn12)NCc1ccco1 | -4.8% | -6% | 1 | 2 | -5% | i | 1.2 | 1.1 | 0.0% | -6% | -8%
Cc1cc(/C=N/NC(=O)C(O)(c2ccccc2)c2ccccc2)c(C)n1-c1ccc(C(=O)O)cc1 | -3.1% | 7% | -1 | 7 | -3% | i | 0.4 | 0.9 | 0.5% | 16% | 2%
COc1ccc(-n2ccnc2CN2CCCC(CO)(Cc3cccc(OC)c3)C2)cc1 (stereo not given) | -3.7% | 21% | 25 | 18 | 2% | i | 0.2 | 1 | -0.4% | 10% | 0%
Cc1cccn2c(=O)c(C=O)c(Cl)nc12 | . | . | . | . | 0% | i | 1.2 | . | -0.5% | . | 0%
Cc1cc(C)c(NC(=S)N(CCN(C)C)Cc2cccs2)c(C)c1 | -11% | 0% | 18 | 14 | -3% | i | 0.2 | 1.1 | -1.7% | 2% | -10%
Cc1cccnc1NC(=O)C1CCC1 | . | . | . | . | 9% | i | 0.3 | . | 1.6% | . | -1%
O=c1[nH]c(=O)n(Cc2ccco2)c2c1C(C(F)(F)F)(C(F)(F)F)N=C(Cc1ccccc1)N2 | -1.2% | 13% | 62* | 8.5* | -2% | i | 2.6 | 1.1 | 8.7% | 13% | 6%
Cc1ccc(N2NC(=O)/C(=C/c3ccc(-c4ccc(Cl)c(C(=O)O)c4)o3)C2=O)cc1C | -7.6% | 2% | -2 | -7 | 3% | i | 2.1 | 0.9 | -0.7% | 3% | -2%
CCCC(=O)Nc1ccc2c(c1)nc(CCN1CCN(c3ccccn3)CC1)n2C | . | . | . | . | -1% | i | 0.2 | . | 1.3% | . | 10%
COc1ccc(NC(=O)Cc2nn(C)c(=O)c3ccccc23)c2ncccc12 | -9.3% | 8% | . | . | 0% | . | . | 1 | . | 16% | .

A stretch from the list above:
SMILES | XIAP antagonists | PMI inhibitors | WT yeast gro inh | WT yeast gro inh mutant strain | Siah-1 displacement | Myeloid diff 2 | Myeloid diff 2 GFP+ MAC1+ % | TNAP activators | RSV CPE inhibition | PMI inhibition | PhoP inhibition
O=C(CSc1nnc2ccccn12)NCc1ccco1 | -4.8% | -6% | 1 | 2 | -5% | i | 1.2 | 1.1 | 0.0% | -6% | -8%
Cc1cc(/C=N/NC(=O)C(O)(c2ccccc2)c2ccccc2)c(C)n1-c1ccc(C(=O)O)cc1 | -3.1% | 7% | -1 | 7 | -3% | i | 0.4 | 0.9 | 0.5% | 16% | 2%

Other compounds.
SMILES | XIAP antagonists | PMI inhibitors | WT yeast gro inh | WT yeast gro inh mutant strain | Siah-1 displacement | Myeloid diff 2 | Myeloid diff 2 GFP+ MAC1+ % | TNAP activators | RSV CPE inhibition | PMI inhibition | PhoP inhibition
S=c1[nH]nc(-c2ccc3ccccc3n2)n1-c1ccccc1Cl | -2.6% | 13% | -4 | -9 | -6% | i | 0.6 | 1.2 | -0.2% | 4% | -13%
O=C(CSc1nnnn1-c1ccc(F)cc1)Nc1ccccc1F | . | . | . | . | 1% | i | 0.4 | . | 2.1% | . | -2%
O=C(O)CC(c1cccc(O)c1)N1Cc2ccccc2C1=O (stereo not given) | . | . | . | . | 1% | i | 0.5 | . | 0.5% | . | 0%
COc1ccc(S(=O)(=O)n2nc(-c3cc(OC)c(OC)c(OC)c3)cc2N)cc1OC | -0.4% | 7% | 13 | 7 | 3% | i | 2.9 | 1.1 | -0.4% | 6% | -5%
Cc1cccc(C)c1NC(=O)Cn1cc(C=O)c2ccccc21 | . | . | . | . | 2% | i | 1.3 | . | 6.6% | . | -3%
O=C(CCCSc1nnnn1-c1ccccc1)c1ccc(F)cc1 | -2.7% | 15% | 13 | 6 | 2% | . | . | 1 | . | 15% | -5%
COc1ccc(C(=S)N2CCOCC2)cc1OC(=O)c1ccccc1 | . | . | . | . | 9% | i | 0.6 | . | 0.1% | . | 6%
CC(=O)c1c(C)nc(-c2ccc(Cl)cc2Cl)n1O | -3.6% | 7% | -1 | -3 | 0% | i | 0.8 | 1 | 2.7% | 14% | -4%
